NSD2 block – inhibitors of human NSD2, primary screen, biochemical, plate reader, single point; NSD2-SET H3K36me1 DELFIA fluorescence; inhibition, % at 12.5 µM; actives 0.07% (n = 44,000); in the data active = inhibition above about 54%, passing the limit was not always enough; inconclusive = no clear call, values can overlap the other calls;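 also: inhibitors reduce the monomethyl H3K36 fluorescence signal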
Target sequence (O96028 whole entry, looked up): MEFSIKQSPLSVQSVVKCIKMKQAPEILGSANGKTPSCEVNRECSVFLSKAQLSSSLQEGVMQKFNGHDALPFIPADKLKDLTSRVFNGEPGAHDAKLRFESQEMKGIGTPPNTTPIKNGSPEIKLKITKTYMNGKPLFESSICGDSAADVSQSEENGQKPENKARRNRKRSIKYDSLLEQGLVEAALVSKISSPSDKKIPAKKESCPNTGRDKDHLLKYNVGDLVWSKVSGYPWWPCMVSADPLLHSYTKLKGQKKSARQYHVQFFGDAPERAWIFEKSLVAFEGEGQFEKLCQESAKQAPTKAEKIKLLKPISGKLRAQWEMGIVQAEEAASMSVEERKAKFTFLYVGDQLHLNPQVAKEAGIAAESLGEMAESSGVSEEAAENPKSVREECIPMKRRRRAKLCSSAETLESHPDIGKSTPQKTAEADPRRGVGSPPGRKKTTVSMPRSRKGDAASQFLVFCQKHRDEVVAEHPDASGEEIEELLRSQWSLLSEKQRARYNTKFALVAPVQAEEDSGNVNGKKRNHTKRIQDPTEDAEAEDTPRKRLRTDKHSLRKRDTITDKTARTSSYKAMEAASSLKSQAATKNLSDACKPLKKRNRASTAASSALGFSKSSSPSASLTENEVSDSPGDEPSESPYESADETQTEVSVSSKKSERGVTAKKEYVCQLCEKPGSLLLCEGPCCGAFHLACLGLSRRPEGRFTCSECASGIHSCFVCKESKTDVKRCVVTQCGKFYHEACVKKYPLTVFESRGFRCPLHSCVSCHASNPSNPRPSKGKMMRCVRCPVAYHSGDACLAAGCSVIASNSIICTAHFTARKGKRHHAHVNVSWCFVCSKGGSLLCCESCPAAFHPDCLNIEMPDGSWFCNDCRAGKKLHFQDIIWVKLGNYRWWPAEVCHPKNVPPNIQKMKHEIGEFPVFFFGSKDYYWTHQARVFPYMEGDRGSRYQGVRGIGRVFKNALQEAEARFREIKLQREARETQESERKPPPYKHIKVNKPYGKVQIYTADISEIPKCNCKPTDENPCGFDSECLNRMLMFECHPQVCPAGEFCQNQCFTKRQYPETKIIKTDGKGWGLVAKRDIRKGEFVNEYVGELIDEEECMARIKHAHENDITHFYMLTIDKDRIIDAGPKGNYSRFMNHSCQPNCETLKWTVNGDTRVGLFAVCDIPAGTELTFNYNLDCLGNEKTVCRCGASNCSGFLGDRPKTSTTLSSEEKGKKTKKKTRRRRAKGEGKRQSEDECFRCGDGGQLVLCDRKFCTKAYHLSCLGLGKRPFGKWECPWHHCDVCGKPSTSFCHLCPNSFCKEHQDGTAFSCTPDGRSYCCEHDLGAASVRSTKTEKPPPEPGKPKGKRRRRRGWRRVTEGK
Active calls of the source: *; u = inconclusive. Not all compounds are listed (hit frequency here may not be typical).

NSD2 block | Compound
-42.2 | COc1ccc(CN(C)C[C@@H]2Oc3ccc(NC(=O)Cc4ccccc4)cc3C(=O)N([C@@H](C)CO)C[C@@H]2C)cc1
-3.2 | COC(=O)C1=C/c2ccccc2C(C2CC2)N(C)/C=C\1C(=O)OC (stereo not given)
-5.6 | C[C@@H]1CN([C@H](C)CO)C(=O)Cc2cc(NC(=O)NC3CCCCC3)ccc2O[C@H]1CN(C)Cc1ccccc1
-10.1 | C[C@H]1CN([C@@H](C)CO)C(=O)c2cccc(NC(=O)Nc3ccccc3)c2O[C@H]1CN(C)C(=O)Nc1ccccc1
0.5 | C[C@H]1CN([C@@H](C)CO)C(=O)c2cccc(NC(=O)Nc3ccc(F)cc3)c2O[C@H]1CN(C)CC1CC1
5.2 | CC(C)NC(=O)Nc1cccc2c1O[C@@H](CN(C)S(=O)(=O)c1ccc(F)cc1)[C@H](C)CN([C@@H](C)CO)C2=O
-1.9 | C[C@@H]1CCCCO[C@H](CN(C)C(=O)Nc2ccccc2)[C@H](C)CN([C@@H](C)CO)C(=O)c2cc(NS(=O)(=O)c3cccs3)ccc2O1
-2.2 | CCCN(C)C[C@H]1OCCCC[C@H](C)Oc2ccc(NC(=O)c3ccccc3)cc2C(=O)N([C@@H](C)CO)C[C@H]1C
0.9 | CC(=O)NNC(=O)N1Cc2ccccc2Oc2ccc(Cl)cc21
-5.1 | COC(=O)CCCCCCC(=O)N/N=C/c1cc(O)ccc1[N+](=O)[O-]
29.7 | Cc1noc(C)c1S(=O)(=O)Nc1ccc2c(c1)CC(=O)N([C@H](C)CO)C[C@H](C)[C@@H](CN(C)S(C)(=O)=O)O2
-3.3 | C[C@@H]1CN([C@H](C)CO)C(=O)c2cc(C#Cc3cccc(F)c3)cnc2O[C@@H]1CN(C)C(=O)C1CC1
-1.4 | CC(C)NC(=O)N(C)C[C@H]1Oc2ccc(NS(=O)(=O)c3cn(C)cn3)cc2CC(=O)N([C@H](C)CO)C[C@H]1C
5.9 | COCC1=C([C@H](O)c2ccccc2)[C@H](CO)[C@@H]2C(=O)N(Cc3ccccc3)C(=O)[C@@H]2C1
-2.1 | C[C@@H]1CN([C@H](C)CO)C(=O)c2cccc(NC(=O)C3CC3)c2O[C@@H]1CN(C)Cc1ccc2c(c1)OCO2
3.6 | C[C@H](CO)N1C[C@H](C)[C@H](CN(C)CC2CC2)Oc2ccc(NC(=O)CCCN(C)C)cc2C1=O
41.6 | C[C@@H]1CCCCO[C@@H](CN(C)C)[C@H](C)CN([C@@H](C)CO)C(=O)c2cc(NS(=O)(=O)c3cn(C)cn3)ccc2O1
-4.2 | C[C@H](CO)N1C[C@H](C)[C@H](CN(C)Cc2ccc(C(=O)O)cc2)Oc2ccc(NC(=O)Nc3ccc(F)cc3)cc2CC1=O
-12.1 | C[C@H](CO)N1C[C@H](C)[C@@H](CN(C)C(=O)NC2CCCCC2)OCCCC[C@H](C)Oc2ccc(NC(=O)NC3CCCCC3)cc2C1=O
-1.5 | CC12CCCCC1(O)N(O)C(C(=O)c1ccccc1)=N2 (stereo not given)

A section from further up, as a working copy:
NSD2 block | Compound
-3.3 | C[C@@H]1CN([C@H](C)CO)C(=O)c2cc(C#Cc3cccc(F)c3)cnc2O[C@@H]1CN(C)C(=O)C1CC1
-1.4 | CC(C)NC(=O)N(C)C[C@H]1Oc2ccc(NS(=O)(=O)c3cn(C)cn3)cc2CC(=O)N([C@H](C)CO)C[C@H]1C
5.9 | COCC1=C([C@H](O)c2ccccc2)[C@H](CO)[C@@H]2C(=O)N(Cc3ccccc3)C(=O)[C@@H]2C1
-2.1 | C[C@@H]1CN([C@H](C)CO)C(=O)c2cccc(NC(=O)C3CC3)c2O[C@@H]1CN(C)Cc1ccc2c(c1)OCO2
3.6 | C[C@H](CO)N1C[C@H](C)[C@H](CN(C)CC2CC2)Oc2ccc(NC(=O)CCCN(C)C)cc2C1=O
41.6 | C[C@@H]1CCCCO[C@@H](CN(C)C)[C@H](C)CN([C@@H](C)CO)C(=O)c2cc(NS(=O)(=O)c3cn(C)cn3)ccc2O1
-4.2 | C[C@H](CO)N1C[C@H](C)[C@H](CN(C)Cc2ccc(C(=O)O)cc2)Oc2ccc(NC(=O)Nc3ccc(F)cc3)cc2CC1=O

An excerpt from above in order of the NSD2 block value, ascending.
NSD2 block | Compound
-42.2 | COc1ccc(CN(C)C[C@@H]2Oc3ccc(NC(=O)Cc4ccccc4)cc3C(=O)N([C@@H](C)CO)C[C@@H]2C)cc1
-3.2 | COC(=O)C1=C/c2ccccc2C(C2CC2)N(C)/C=C\1C(=O)OC (stereo not given)
-2.2 | CCCN(C)C[C@H]1OCCCC[C@H](C)Oc2ccc(NC(=O)c3ccccc3)cc2C(=O)N([C@@H](C)CO)C[C@H]1C
-1.4 | CC(C)NC(=O)N(C)C[C@H]1Oc2ccc(NS(=O)(=O)c3cn(C)cn3)cc2CC(=O)N([C@H](C)CO)C[C@H]1C
5.9 | COCC1=C([C@H](O)c2ccccc2)[C@H](CO)[C@@H]2C(=O)N(Cc3ccccc3)C(=O)[C@@H]2C1

Next part
NSD2 block | Compound
-2.9 | CCCC#Cc1cnc2c(c1)C(=O)N([C@@H](C)CO)C[C@H](C)[C@@H](CN(C)C(=O)c1cccnc1)O2
-7.7 | CC(C)NC(=O)N(C)C[C@H]1Oc2ncc(C#Cc3ccncc3)cc2C(=O)N([C@@H](C)CO)C[C@@H]1C
u | C[C@@H]1CN([C@H](C)CO)S(=O)(=O)c2ccc(-c3ccccc3)cc2O[C@@H]1CN(C)C(=O)c1ccc2c(c1)OCO2
3.8 | C[C@@H]1CN([C@H](C)CO)S(=O)(=O)c2ccc(-c3ccc(F)cc3)cc2O[C@H]1CN(C)C
0.1 | C[C@H](CO)N1C[C@H](C)[C@H](CN(C)Cc2ccc3c(c2)OCO3)Oc2ccc(NC(=O)Cn3cnnn3)cc2C1=O
-7.0 | COCCOC(=O)N1C(=O)[C@@]2(c3cc(C#CCC(C(=O)OC)C(=O)OC)ccc31)[C@H](c1ccc(OCCO)cc1)N1[C@H](c3ccccc3)[C@H](c3ccccc3)OC(=O)[C@H]1[C@@H]2C(N)=O
0.7 | C[C@@H]1CCCCO[C@H](CN(C)S(=O)(=O)c2ccc(Cl)cc2)[C@H](C)CN([C@H](C)CO)C(=O)c2cc(NS(=O)(=O)c3cn(C)cn3)ccc2O1
-4.9 | C[C@H](CO)N1C[C@H](C)[C@@H](CN(C)Cc2ccc(-c3ccccc3)cc2)Oc2c(NS(=O)(=O)c3ccc(F)cc3)cccc2C1=O
-1.5 | Cc1noc(C)c1S(=O)(=O)Nc1ccc2c(c1)C(=O)N([C@H](C)CO)C[C@H](C)[C@H](CN(C)CC1CC1)OCCCC[C@@H](C)O2
-3.3 | CC(=O)Nc1ccc(OCC(O)CNC(C)C)cc1 (stereo not given)
-9.5 | CCCC#Cc1ccc2c(c1)O[C@@H](CN(C)C(=O)NC(C)C)[C@@H](C)CN([C@H](C)CO)S2(=O)=O
-2.0 | C[C@@H]1CN([C@H](C)CO)C(=O)Cc2cc(NC(=O)Cn3cnnn3)ccc2O[C@@H]1CN(C)C(=O)Nc1ccccc1
-5.7 | C[C@@H]1CN([C@@H](C)CO)C(=O)Cc2cc(NC(=O)C3CC3)ccc2O[C@@H]1CN(C)C(=O)Nc1ccc2c(c1)OCO2
6.9 | Cc1cc(C(=O)Nc2cccc3c2O[C@@H](CN(C)S(C)(=O)=O)[C@H](C)CN([C@@H](C)CO)C3=O)n(C)n1
24.9 | C/C=C/c1ccc2c(c1)O[C@@H](CN(C)CCC)[C@@H](C)CN([C@H](C)CO)S2(=O)=O
6.1 | C[C@@H]1CN([C@@H](C)CO)C(=O)c2cc(NC(=O)c3ccncc3)ccc2O[C@@H]1CN(C)CC1CCCCC1
4.7 | CC1(C)CC[C@@]2(C(=O)O)C(C1)C1=CCC3[C@@]4(C)CC[C@H](O[C@@H]5O[C@H](C(=O)O)[C@@H](O[C@H]6OC[C@](O)(CO)[C@H]6O)[C@H](O)[C@H]5O)C(C)(C)C4CC[C@@]3(C)[C@]1(C)C[C@H]2O (stereo not given in full)
2.1 | COCC(=O)N(C)C[C@H]1Oc2cc(-c3ccc(OC)cc3)ccc2S(=O)(=O)N([C@H](C)CO)C[C@H]1C
-8.1 | C[C@@H]1CN([C@@H](C)CO)C(=O)Cc2cc(NC(=O)Cn3cnnn3)ccc2O[C@@H]1CN(C)Cc1ccc(-c2ccccc2)cc1
-1.8 | C[C@@H]1CN([C@@H](C)CO)C(=O)c2cc(NC(=O)Cc3cn(C)c4ccccc34)ccc2O[C@@H]1CN(C)S(=O)(=O)c1ccc(F)cc1
2.7 | C[C@H]1CN([C@@H](C)CO)C(=O)c2cc(NC(=O)C3CCCCC3)ccc2O[C@@H]1CN(C)C(=O)Nc1ccc2c(c1)OCO2
-0.3 | COc1ccccc1-c1ccc2c(c1)O[C@@H](CN(C)C)[C@@H](C)CN([C@@H](C)CO)S2(=O)=O
-3.2 | C[C@H](CO)N1C[C@H](C)[C@H](CN(C)C(=O)CC2CC2)Oc2cc(C#CC3CC3)ccc2S1(=O)=O
-2.3 | C[C@@H]1CN([C@H](C)CO)C(=O)Cc2cc(NC(=O)Nc3ccc4c(c3)OCO4)ccc2O[C@@H]1CN(C)Cc1ccc2c(c1)OCO2
0.7 | COc1ccc(CN(C)C[C@@H]2Oc3ccc(NC(=O)Cn4cnnn4)cc3C(=O)N([C@@H](C)CO)C[C@H]2C)cc1
-1.6 | COc1cc(CO)ccc1OC(C)=O
-6.7 | COc1ccccc1S(=O)(=O)N(C)C[C@H]1Oc2ncc(-c3ccc(C)cc3)cc2C(=O)N([C@@H](C)CO)C[C@H]1C
-12.3 | C[C@@H]1CN([C@@H](C)CO)C(=O)c2cc(NC(=O)Nc3ccc(C(F)(F)F)cc3)ccc2O[C@@H](C)CCCCO[C@H]1CN(C)Cc1ccc(C(=O)O)cc1
-7.8 | COc1cc2ccc(=O)oc2cc1OCC=C(C)C
-0.9 | Cc1cc(C(=O)Nc2cccc3c2O[C@H](CN(C)C)[C@H](C)CN([C@H](C)CO)C3=O)n(C)n1
6.6 | CCCC#Cc1ccc2c(c1)O[C@H](CN(C)Cc1cncnc1)[C@@H](C)CN([C@H](C)CO)S2(=O)=O
0.1 | C[C@@H]1CN([C@@H](C)CO)C(=O)c2cc(C#C[C@@H](C)O)cnc2O[C@@H]1CN(C)C(=O)c1ccncc1
-8.2 | Cc1cccc(CSc2nc3c(c(=O)[nH]2)C(C(C)C)C2=C(CC(C)(C)CC2=O)N3)c1 (stereo not given)
-10.4 | C[C@@H]1CN([C@@H](C)CO)C(=O)c2cc(NC(=O)Nc3ccc(C(F)(F)F)cc3)ccc2O[C@H]1CN(C)C(=O)Nc1cccc2ccccc12
5.7 | C[C@@H]1CN([C@H](C)CO)C(=O)c2cc(-c3ccc(F)cc3)cnc2O[C@@H]1CN(C)CC1CCCC1
29.8 | C[C@H]1CN([C@@H](C)CO)C(=O)c2cccc(NC(=O)C3CCOCC3)c2O[C@H]1CN(C)C(=O)Nc1ccc(F)cc1
0.8 | Cc1ccc(S(=O)(=O)N(C)C[C@@H]2Oc3ncc(-c4ccc(F)cc4)cc3C(=O)N([C@H](C)CO)C[C@@H]2C)cc1
20.4 | C[C@@H]1CN([C@@H](C)CO)C(=O)c2cc(NC(=O)CCCN(C)C)ccc2O[C@@H]1CN(C)Cc1ccccc1
-8.7 | C[C@@H]1CN([C@H](C)CO)C(=O)Cc2cc(NC(=O)Cc3cn(C)c4ccccc34)ccc2O[C@@H]1CN(C)Cc1ccc(C(F)(F)F)cc1
10.9 | C[C@@H]1CN([C@@H](C)CO)C(=O)c2cccc(NC(=O)NC3CCCCC3)c2O[C@H]1CN(C)Cc1ccc(C(=O)O)cc1
0.5 | Cc1ccc(S(=O)(=O)N(C)C[C@@H]2Oc3ccc(NC(=O)Cn4cnnn4)cc3C(=O)N([C@H](C)CO)C[C@H]2C)cc1
-6.5 | C[C@@H]1CN([C@@H](C)CO)C(=O)Cc2cc(NC(=O)c3ccncc3)ccc2O[C@H]1CN(C)CC1CCCCC1
1.0 | CNC[C@@H]1Oc2ccc(NC(=O)Nc3ccc(F)cc3)cc2C(=O)N([C@@H](C)CO)C[C@H]1C
-22.0 | Cc1ccc(-c2ccc3c(c2)O[C@@H](CN(C)C(=O)Nc2ccc(C(F)(F)F)cc2)[C@H](C)CN([C@H](C)CO)S3(=O)=O)cc1
4.7 | COc1ccccc1-c1ccc2c(c1)O[C@@H](CN(C)CC1CC1)[C@@H](C)CN([C@H](C)CO)S2(=O)=O
-1.4 | C[C@@H]1CN([C@@H](C)CO)C(=O)c2cc(NC(=O)Nc3cccc4ccccc34)ccc2O[C@@H](C)CCCCO[C@H]1CN(C)Cc1ccc(C(F)(F)F)cc1
-1.7 | C[C@@H]1CN([C@H](C)CO)C(=O)c2cc(NC(=O)C3CCCCC3)ccc2O[C@H]1CN(C)C(=O)Nc1ccccc1
-5.8 | CCCCC[C@@H](O)CC(=O)CCc1ccc(O)c(OC)c1
-3.6 | O=C(CC1CC1)Nc1ccc2c(c1)[C@H]1C[C@@H](CC(=O)N3CCCCC3)O[C@H](CO)[C@H]1O2
1.3 | COc1ccc(S(=O)(=O)Nc2cccc3c2O[C@@H](CN(C)Cc2ccncc2)[C@H](C)CN([C@H](C)CO)C3=O)cc1
-0.7 | CCCC#Cc1ccc2c(c1)O[C@H](CN(C)C(=O)COC)[C@@H](C)CN([C@H](C)CO)S2(=O)=O
-4.6 | C/C=C/c1cnc2c(c1)C(=O)N([C@H](C)CO)C[C@H](C)[C@H](CN(C)C(=O)Nc1ccc(OC)cc1)O2
13.3 | Cc1ccc(S(=O)(=O)N(C)C[C@@H]2Oc3c(NS(=O)(=O)c4cn(C)cn4)cccc3C(=O)N([C@H](C)CO)C[C@H]2C)cc1
-0.2 | C[C@H]1CN([C@@H](C)CO)C(=O)c2cc(NC(=O)CCCCCC(=O)Nc3ccccc3N)ccc2O[C@H]1CN(C)C(=O)Nc1ccc(C(F)(F)F)cc1
4.3 | CCC(=O)N(C)C[C@H]1Oc2cc(C#Cc3ccccc3)ccc2S(=O)(=O)N([C@H](C)CO)C[C@H]1C
-0.9 | O=C(Nc1ccccc1)C1=C[C@@H](c2ccc3c(c2)Cc2ccccc2-3)C[C@@H](OCCCCO)O1
-1.2 | COc1ccc(NC(=O)Nc2ccc3c(c2)C(=O)N([C@H](C)CO)C[C@H](C)[C@H](CN(C)C(=O)CCCN(C)C)OCCCC[C@H](C)O3)cc1
